EP2 modulator: EP2 receptor (human) modulation. AID 940. hit rate 0.83% among 260,000. induction, % at 25 µM. EP2-expressing cells, cAMP HTRF FRET, PGE2 co-stimulation;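 active = compounds whose cAMP rise, as percent of the full-agonist control response, exceeds 60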;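 note: rat C6 glioma line stably carrying human EP2 under a CMV promoter; the protocol text gives 20 µM as final concentration; 100% = response of wells given 1 µM PGE2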
Target sequence (P43116 whole entry, looked up): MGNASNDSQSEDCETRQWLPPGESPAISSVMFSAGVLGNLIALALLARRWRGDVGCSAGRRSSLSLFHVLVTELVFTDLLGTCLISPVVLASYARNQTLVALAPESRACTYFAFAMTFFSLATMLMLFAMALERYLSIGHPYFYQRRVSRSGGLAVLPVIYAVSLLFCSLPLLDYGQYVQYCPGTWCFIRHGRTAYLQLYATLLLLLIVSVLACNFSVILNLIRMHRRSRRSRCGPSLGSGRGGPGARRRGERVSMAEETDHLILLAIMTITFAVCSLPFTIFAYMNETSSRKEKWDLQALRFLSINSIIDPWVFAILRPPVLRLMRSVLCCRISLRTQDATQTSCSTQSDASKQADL
RBBP9 inhibitor: inhibitors of human serine hydrolase RBBP9; recombinant RBBP9, FP-Rh probe fluorescence polarization; inhibition, % at 7.94 µM; hit rate 0.2% among 220,000; O75884;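 active = inhibition above the campaign mean of all tested compounds plus 3 SD, cut at about 14% in these data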;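 note: plate controls were DMSO wells with RBBP9 for no effect and wells lacking RBBP9 protein for full effect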
Target sequence (O75884 whole entry, looked up): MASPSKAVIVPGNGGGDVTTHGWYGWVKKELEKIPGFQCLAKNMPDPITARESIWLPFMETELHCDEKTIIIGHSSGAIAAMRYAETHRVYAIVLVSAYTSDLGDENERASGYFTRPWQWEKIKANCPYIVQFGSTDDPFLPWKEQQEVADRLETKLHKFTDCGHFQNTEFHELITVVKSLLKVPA
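Test system: recombinant human RBBP9; Timing: 30 min then 45 min, 25 °C; Detection: fluorescence polarization; Control set: RBBP9 with DMSO as uninhibited control, no-protein wells as full inhibition; Compound dosing: one concentration, 7.94 µM nominal, 0.794% DMSO; Probe or stimulus: FP-Rh activity-based probe, 375 nM before mixing.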
PGE2 EP2 inh: blocks the human prostaglandin E2 receptor EP2. hit rate 0.52% among 260,000. C6 glioma cells expressing human EP2, cAMP TR-FRET; cells stimulated with saturating PGE2. inhibition, % at 25 µM. P43116;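 active = percent inhibition above 40 after rounding to a whole number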;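 note: rat C6 glioma host cells with rolipram phosphodiesterase inhibitor present; the protocol text gives 20 µM as final concentration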
PERK inhibitor: inhibitors of human PERK kinase | Q9NZJ5 | CHO PERK-DD fusion, SEAP luminescence translation reporter | inhibition, % at 5.6 µM | hit rate 0.17% among 220,000 | AID 1416;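 active = inhibition above the mean inhibition of all tested compounds plus 3 SD, set separately per screening campaign, cut at about 2.9% in these data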;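 note: PERK kinase domain activated by AP20187 dimerizer at 100 nM; 0% = DMSO with dimerizer and 100% = rapamycin at 8.4 µM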
Hck-Nef inh: inhibitors of human Hck kinase activated by Nef. Recombinant Hck-YEEI plus Nef, Z-Lyte FRET kinase assay. AID 463187. hit rate 0.68% among 220,000. inhibition, % at 20 µM. P08631;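 active = Hck-Nef kinase inhibition above about 50%, limit read from the data; inactive = inhibition below that limit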;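 note: 0% = DMSO with Hck plus Nef and 100% = Hck alone without Nef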
Target sequence (P08631 whole entry, looked up): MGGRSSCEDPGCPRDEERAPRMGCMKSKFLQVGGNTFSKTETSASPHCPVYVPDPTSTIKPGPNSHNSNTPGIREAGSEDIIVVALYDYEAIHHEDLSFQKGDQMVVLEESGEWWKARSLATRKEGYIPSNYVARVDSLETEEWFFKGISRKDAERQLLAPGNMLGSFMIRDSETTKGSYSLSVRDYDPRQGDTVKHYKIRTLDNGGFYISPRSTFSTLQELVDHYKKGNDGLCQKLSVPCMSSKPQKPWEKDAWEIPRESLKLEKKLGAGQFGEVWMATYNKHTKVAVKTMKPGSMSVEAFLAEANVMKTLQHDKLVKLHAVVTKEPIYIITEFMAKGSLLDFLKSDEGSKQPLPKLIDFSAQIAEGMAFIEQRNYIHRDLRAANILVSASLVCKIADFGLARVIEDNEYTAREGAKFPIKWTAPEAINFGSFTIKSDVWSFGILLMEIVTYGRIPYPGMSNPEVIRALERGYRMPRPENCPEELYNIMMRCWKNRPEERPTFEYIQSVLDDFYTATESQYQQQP
L929 necroptosis: blocks zVAD induced death of L929 cells. viability rescue, % at 10 µM. L929 zVAD necroptosis rescue, ATP luminescence, 24 h; with zVAD 60 µM. hit rate 0.38% among 220,000;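 active = activation, scaled between plate controls, above about 75%, limit read from the data; inactive = activation under that limit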;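 note: 0% = zVAD with DMSO and 100% = DMSO alone without zVAD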
Runt-SMMHC FRET: blocks binding of human RUNX1 Runt domain to CBFb-SMMHC. Cerulean-Runt/Venus-CBFb-SMMHC FRET ratio 530/480, 1 h. hit rate 0.74% among 220,000. inhibition, % at 20 µM. Q01196+Q13951;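 active = mean inhibition across duplicate retests at 20 µM reaching about 50%, limit read from the data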;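 note: 0% = DMSO wells and 100% = wells with excess untagged CBFb-SMMHC; inhibitors lower the FRET ratio by blocking Runt binding to CBFb-SMMHC; some results filed as inactive read as strong as hits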
Runt-CBFb FRET: blocks binding of human RUNX1 Runt domain to CBFb; AID 1496; inhibition, % at 20 µM; hit rate 0.46% among 220,000; Cerulean-Runt/Venus-CBFb FRET ratio 530/480, 1 h;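 active = inhibition over about 50% at 20 µM in the single-dose screen, limit read from the data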;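 note: 0% = DMSO wells and 100% = excess unlabeled CBFb competitor control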
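Assay system: Cerulean-Runt domain fusion protein, energy donor; Signal: fluorescence energy transfer, 422 nm excitation, 530/480 nm emission; Timing: 1 h compound exposure, room temperature; Control set: unlabeled CBFb; Medium: Tris buffer pH 7.5 with salts and BSA; Compound: single test concentration of 20 µM, 1% DMSO final; Probe or stimulus: Venus-CBFb 100 nM.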
TNF death inh: inhibitors of TNF-alpha induced necroptosis in Jurkat FADD-/- cells; Jurkat FADD-/- TNF necroptosis rescue, ATP luminescence, 24 h; 0 = TNF only, 100 = no-TNF cells; activation (protection from cell death), % at 10 µM; hit rate 0.068% among 220,000;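 active = activation, meaning protection from cell death, of at least 50% relative to plate controls; inactive = activation below 50%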;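 note: necroptosis triggered by 40 ng/mL TNF-alpha added together with compound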
* hit, by the source's call; / = not tested or not shown. Not all compounds are listed, so the mix of outcomes need not match the whole.

1	CC(C(=O)Nc1ccccc1Oc1ccccc1)c1ccccc1 (stereo not drawn)
2	N#C/C(=C\c1ccccc1)C(=O)N(c1ccccn1)C1CCCCC1
3	Cc1cc(NC(=S)Nc2cccc3ccccc23)n[nH]1
4	Cc1nc2c(cnn2-c2ccccc2Cl)c(=O)n1-c1ccc(C(C)C)cc1
5	Cc1ccc(-c2nc(N)sc2CC(=O)OCC(=O)N2C(C)CCCC2C)cc1 (stereo not drawn)

Compound	1	2	3	4	5
EP2 modulator	64*	3	-18	15	-73
RBBP9 inhibitor	-9	5	3	4	-8
PGE2 EP2 inh	6	10	4	5	9
PERK inhibitor	0.0	0.2	1.4	-0.3	-0.8
Hck-Nef inh	4	1	10	1	2
L929 necroptosis	/	0.2	0.5	0.1	1.9
Runt-SMMHC FRET	-1	2	8	2	0
Runt-CBFb FRET	0	0	14	-2	9
TNF death inh	-0.4	-1.2	-0.3	0.4	2.3

3 compounds out of the list, arranged by molar mass, highest first.
5	Cc1ccc(-c2nc(N)sc2CC(=O)OCC(=O)N2C(C)CCCC2C)cc1 (stereo not drawn)
4	Cc1nc2c(cnn2-c2ccccc2Cl)c(=O)n1-c1ccc(C(C)C)cc1
3	Cc1cc(NC(=S)Nc2cccc3ccccc23)n[nH]1

Compound	5	4	3
EP2 modulator	-73	15	-18
RBBP9 inhibitor	-8	4	3
PGE2 EP2 inh	9	5	4
PERK inhibitor	-0.8	-0.3	1.4
Hck-Nef inh	2	1	10
L929 necroptosis	1.9	0.1	0.5
Runt-SMMHC FRET	0	2	8
Runt-CBFb FRET	9	-2	14
TNF death inh	2.3	0.4	-0.3

New compounds follow:
6	Cc1ccc(C)c(NS(=O)(=O)c2cc(C(=O)Nc3ccccc3-c3ccccc3)ccc2Cl)c1
7	O=C(/C=C/c1ccco1)c1ccc(NC(=O)C23CC4CC(CC(C4)C2)C3)cc1
8	c1ccc(-c2c[nH]c3[n+]2CCCCC3)cc1
9	Cc1ccc(SCC(=O)NCCCc2ccccc2)cc1
10	COC(=O)CN1C(=O)S/C(=C/c2ccc(N3CCCCC3)o2)C1=O

Compound	6	7	8	9	10
EP2 modulator	15	-19	27	-2	28
RBBP9 inhibitor	-31	-8	-10	-7	5
PGE2 EP2 inh	4	1	9	11	4
PERK inhibitor	-0.7	1.4	-0.4	0.6	2.1
Hck-Nef inh	-2	11	2	0	-2
L929 necroptosis	0.2	10.0	-1.3	0.3	0.6
Runt-SMMHC FRET	-4	-10	-3	0	-7
Runt-CBFb FRET	/	3	3	-2	-1
TNF death inh	-2.2	1.4	-1.4	-1.6	-6.1

11	O=C(CN1CCN(c2ccccc2)CC1)N1N=CCC1c1ccccc1 (stereo not drawn)
12	Cc1nnc2sc(-c3ccc(NC(=O)CSc4ccc(Cl)cc4)cc3)nn12
13	CC12CCC(C(=O)Nc3cc(Cl)ccc3Cl)(C(Br)C1=O)C2(C)C (stereo not drawn)
14	COC(OC)C(C)NC(=O)NC(=O)c1ccccc1Cl (stereo not drawn)
15	Cc1nc2sc(C(=O)c3ccccc3)c(N)c2c2c1CCCC2

Compound	11	12	13	14	15
EP2 modulator	16	-47	29	10	14
RBBP9 inhibitor	-10	-9	6	-2	-3
PGE2 EP2 inh	16	15	-1	13	5
PERK inhibitor	0.5	0.3	0.7	2.0	-1.0
Hck-Nef inh	0	1	4	8	0
L929 necroptosis	0.3	0.1	0.1	1.0	19
Runt-SMMHC FRET	4	0	-1	-4	-4
Runt-CBFb FRET	0	3	-2	-1	-7
TNF death inh	39	1.3	1.0	-0.3	0.2

16	O=C(Nc1ccc2c(c1)OCO2)C1CCN(S(=O)(=O)c2ccc3c(c2)OCCO3)CC1
17	CCc1cccc(CC)c1NC(=O)C1SC(=Nc2ccccc2C)C(c2nc3ccccc3s2)=C1N (stereo not drawn)
18	COC(=O)/C=C1/SC(=Nc2ccc(Cl)c(Cl)c2)NC1=O
19	O=C(CN1C(=O)C2CC=C(Cl)CC2C1=O)N1CCOCC1 (stereo not drawn)
20	O=C(Cc1ccccc1)N/N=C/C=C/c1cccc([N+](=O)[O-])c1

Compound	16	17	18	19	20
EP2 modulator	-40	9	-32	30	-32
RBBP9 inhibitor	-5	0	-5	-4	-2
PGE2 EP2 inh	14	/	16	10	12
PERK inhibitor	-0.9	-1.2	1.6	0.8	-1.1
Hck-Nef inh	0	2	25	-6	0
L929 necroptosis	2.4	1.1	0.2	1.5	-0.6
Runt-SMMHC FRET	1	-1	-2	-9	1
Runt-CBFb FRET	0	2	-1	1	1
TNF death inh	0.5	-0.2	0.2	0.6	0.0

21	O=C(O)c1ccc(-n2c(=O)c3ccccc3c3ccccc3c2=O)cc1
22	C=CCn1c(Cc2cccs2)nnc1SCC(=O)Nc1ccc(OC)c(OC)c1
23	COc1cccc(CC2(CO)CCCN(CC3=Cc4cc(OC)ccc4OC3)C2)c1 (stereo not drawn)
24	Cc1cc(N)n2nc(C(F)(F)F)nc2n1
25	Cc1cc(NC(=O)CSc2nnc(C(C)N(C)C)n2Cc2ccccc2)no1 (stereo not drawn)

Compound	21	22	23	24	25
EP2 modulator	13	18	-12	20	19
RBBP9 inhibitor	-10	1	2	-4	-7
PGE2 EP2 inh	7	2	0	7	12
PERK inhibitor	0.9	0.5	1.4	1.5	-0.1
Hck-Nef inh	23	1	10	22	-2
L929 necroptosis	1.7	0.2	0.4	3.3	0.6
Runt-SMMHC FRET	-6	0	-1	-1	-1
Runt-CBFb FRET	2	0	2	2	-2
TNF death inh	1.1	0.2	1.3	0.7	1.2

26	CCOc1cc(N2CCOCC2)c(OCC)cc1NC(=O)COC(=O)[C@@H]1CCCN1S(=O)(=O)c1ccccc1F
27	CC1CCN(C(=S)Nc2ccc3nc4n(c(=O)c3c2)CCCCC4)CC1
28	CCOC(=O)C(Cc1ccccc1)c1ccnc2nc(N)nn12 (stereo not drawn)
29	Cc1ccccc1N=Cc1c(O)n(-c2nccs2)c(=O)c2ccccc12
30	C=CCN(CC=C)C(=S)Nc1cc(Cl)ccc1OC

Compound	26	27	28	29	30
EP2 modulator	27	-28	-2	43	8
RBBP9 inhibitor	-4	-10	-10	-12	6
PGE2 EP2 inh	6	7	12	6	6
PERK inhibitor	0.6	-0.6	0.2	-0.8	1.7
Hck-Nef inh	24	5	-2	3	8
L929 necroptosis	2.1	/	0.9	/	-0.7
Runt-SMMHC FRET	2	-1	3	-61	2
Runt-CBFb FRET	1	1	1	-45	0
TNF death inh	0.7	-0.7	-1.7	-7.7	-1.8

31	O=C(c1ccc(Cl)c(S(=O)(=O)N2CCc3ccccc3C2)c1)N1CCN(c2ccccc2)CC1
32	O=C(CSc1nc2c(c(=O)n1-c1ccccc1)SCC2)N1CCOCC1
33	O=C1C2C3C=CC(C3=C(c3ccccc3)c3ccccc3)C2C(=O)N1CCO (stereo not drawn)
34	CCOC(=O)c1ccc(NS(=O)(=O)c2ccc3[nH]c(=O)[nH]c3c2)cc1
35	O=S(=O)(NCCSc1nc2ccccc2o1)c1ccccc1

Compound	31	32	33	34	35
EP2 modulator	11	-18	47	-15	20
RBBP9 inhibitor	-8	-9	2	5	-5
PGE2 EP2 inh	4	11	0	0	14
PERK inhibitor	0.2	-0.2	-0.7	2.2	-0.8
Hck-Nef inh	2	-8	1	1	1
L929 necroptosis	0.2	1.9	0.4	-0.2	0.0
Runt-SMMHC FRET	0	4	-1	11	1
Runt-CBFb FRET	-2	2	-6	13	-2
TNF death inh	-1.5	1.0	-0.9	-1.2	-0.2

36	CC(OC(=O)Cc1n[nH]c(=O)c2ccccc12)C(=O)Nc1cccc([N+](=O)[O-])c1 (stereo not drawn)
37	CCOCCOc1cccc(C(=O)NC(c2ccccc2)C(C)C)c1 (stereo not drawn)
38	CCOC(=O)N/N=C/C(Cl)=C/c1ccccc1
39	CC(=O)C1=C(C)NC(SCc2cccc([N+](=O)[O-])c2)=C(C#N)C1c1ccco1 (stereo not drawn)
40	O=C(NNC(=S)NCc1ccco1)C(c1ccccc1)c1ccccc1

Compound	36	37	38	39	40
EP2 modulator	-26	-23	-32	26	10
RBBP9 inhibitor	7	-5	-12	-9	-1
PGE2 EP2 inh	9	5	6	/	11
PERK inhibitor	1.1	2.0	0.2	-0.6	-0.2
Hck-Nef inh	5	9	23	0	-3
L929 necroptosis	3.8	1.0	1.4	-0.2	-0.2
Runt-SMMHC FRET	-1	-2	-1	0	-4
Runt-CBFb FRET	0	3	1	2	5
TNF death inh	0.6	2.3	1.3	-3.6	-0.7

41	Cc1ccccc1-c1noc(C23CC4CC(CC(C4)C2)C3)n1
42	CC(C)CC(=O)Nc1ccc(N2CCN(S(C)(=O)=O)CC2)cc1
43	Cc1nnsc1SC(C)C(=O)O (stereo not drawn)
44	CCN(CC)S(=O)(=O)c1ccc(N2CCN(S(=O)(=O)c3ccc4c(c3)OCCO4)CC2)nc1
45	Cc1cc2cc(CNC(=O)C(C)Oc3ccccc3)ccc2n1C (stereo not drawn)

Compound	41	42	43	44	45
EP2 modulator	22	23	29	9	-78
RBBP9 inhibitor	-14	-2	5	-4	-6
PGE2 EP2 inh	3	7	5	2	5
PERK inhibitor	-0.3	1.2	0.4	-1.6	-1.2
Hck-Nef inh	-23	2	0	1	9
L929 necroptosis	0.3	1.0	0.5	-1.1	-0.3
Runt-SMMHC FRET	-5	-2	-6	-3	-1
Runt-CBFb FRET	-5	0	-2	-5	-10
TNF death inh	-0.4	1.1	-2.4	-4.1	-2.6

Brought forward from above: 2 entries, followed by the next part.
44	CCN(CC)S(=O)(=O)c1ccc(N2CCN(S(=O)(=O)c3ccc4c(c3)OCCO4)CC2)nc1
45	Cc1cc2cc(CNC(=O)C(C)Oc3ccccc3)ccc2n1C (stereo not drawn)
46	CCCCCC(=O)N1CCN(c2ccc(C(C)=O)cc2F)CC1
47	Cc1cnn(C(=O)c2cc(-c3ccccn3)nc3ccc(Cl)cc23)c1
48	COc1ccccc1N1CCN(Cc2c[nH]c3ccccc23)CC1
49	Cc1ccc(-n2ncc3c(NNC(=O)c4cccs4)ncnc32)cc1
50	CC(C)(C)C1=CC(=Nc2ccccc2N)C=C(C(C)(C)C)C1=O

Compound	44	45	46	47	48	49	50
EP2 modulator	9	-78	-36	5	-22	-37	31
RBBP9 inhibitor	-4	-6	-11	-6	-6	-11	3
PGE2 EP2 inh	2	5	14	14	14	2	5
PERK inhibitor	-1.6	-1.2	-0.8	0.0	-1.1	0.5	0.4
Hck-Nef inh	1	9	-5	-20	13	17	2
L929 necroptosis	-1.1	-0.3	-0.1	0.2	2.0	1.0	0.7
Runt-SMMHC FRET	-3	-1	2	-2	4	4	4
Runt-CBFb FRET	-5	-10	0	2	-3	0	-4
TNF death inh	-4.1	-2.6	-0.9	-0.2	0.7	0.6	1.4

Screening results from PubChem.
